NCOA2 inhibitor – inhibits human steroid receptor coactivator 2 | Q15596 | HEK293 GAL4-SRC2 luciferase reporter, luminescence | inhibition, % at 9 µM | actives 0.17% (n = 370,000);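 active = inhibition above the mean inhibition of all tested compounds plus 3 SD, set per campaign, cut at about 52% in these data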;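 also: 0% = DMSO treated cells and 100% = cells given Gossypol at 36 µM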
NOD2 RIPK2 PPI – NOD2-RIPK2 protein interaction inhibition; O43353; CHO BLA complementation NOD2-RIPK2, CCF4 ratio; actives 0.38% (n = 360,000); inhibition, % at 4.98 µM; in the data active = inhibition above about 21%;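 also: 0% = vehicle only and 100% = reference blocker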
TLR9-MyD88 inh – blocks human TLR9 binding to MyD88 | Q9NR96+Q99836 | CHO BLA complementation TLR9-MyD88, CCF4 FRET ratio | inhibition, % at 4.98 µM | actives 0.21% (n = 340,000) | AID 504734;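 active = inhibition above the mean over all tested compounds plus 3 SD, cut at about 21% in these data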;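 also: 0% = DMSO only wells and 100% = clavulanate BLA inhibitor control wells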
NR2F2 inh – blocks human COUP-TFII nuclear receptor; P24468; HEK293T NGFI-A luciferase reporter, luminescence; inhibition, % at 8.6 µM; actives 0.7% (n = 370,000);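 active = inhibition above a per-plate cutoff, mean inhibition of test wells between control levels plus 3 SD, cut at about 38% in these data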;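 also: cells cotransfected with COUP-TFII expression vector driving the NGFI-A reporter; 0% = median of COUP-TF2 test wells and 100% = reporter-only cells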
Target sequence (P24468 whole entry, looked up): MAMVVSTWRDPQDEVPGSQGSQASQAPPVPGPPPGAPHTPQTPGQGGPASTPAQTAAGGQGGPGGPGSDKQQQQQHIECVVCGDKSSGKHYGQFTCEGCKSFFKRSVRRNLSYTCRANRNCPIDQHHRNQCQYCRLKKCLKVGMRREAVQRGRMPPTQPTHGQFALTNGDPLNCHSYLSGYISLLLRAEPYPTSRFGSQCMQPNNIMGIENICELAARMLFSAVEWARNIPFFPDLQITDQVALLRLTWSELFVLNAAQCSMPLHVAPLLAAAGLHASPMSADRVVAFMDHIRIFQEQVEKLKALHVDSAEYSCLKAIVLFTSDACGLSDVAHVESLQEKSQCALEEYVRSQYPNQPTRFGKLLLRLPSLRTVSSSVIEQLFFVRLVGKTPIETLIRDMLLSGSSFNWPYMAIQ
NR5A2 inv ag – inverse agonists of human LRH-1 (NR5A2). O00482. HEK293T StAR-luciferase reporter, LRH-1 transfected, 24 h. inhibition, % at 3.6 µM. actives 0.13% (n = 360,000). AID 602396;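 active = inhibition above the mean inhibition of all tested compounds plus 3 SD, cut at about 73% in these data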;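 also: 0% = DMSO wells and 100% = reporter-only cells lacking LRH-1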
NCOA1 inh – inhibitors of human steroid receptor coactivator 1 (SRC1); Q15788; inhibition, % at 3.6 µM; HEK293 GAL4-SRC1 luciferase reporter, luminescence; actives 0.12% (n = 360,000);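 active = inhibition above the campaign mean plus 3 SD, with each screening campaign given its own cutoff, cut at about 60% in these data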;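 also: 0% = DMSO treated cells and 100% = gossypol at 36 µM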
MC4R antagonist – blocks human MC4R cAMP signaling | P32245 | MC4R-expressing cells, MTII-stimulated cAMP, LANCE TR-FRET | inhibition, % at 6.5 µM | actives 0.48% (n = 360,000) | AID 540295;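 active = inhibition above its plate's cutoff, the mean of tested wells on that plate plus 3 SD, cut at about 29% in these data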;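 also: 0% = Melanotan II alone and 100% = Melanotan II plus saturating MCL0020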
Target sequence (P32245 whole entry, looked up): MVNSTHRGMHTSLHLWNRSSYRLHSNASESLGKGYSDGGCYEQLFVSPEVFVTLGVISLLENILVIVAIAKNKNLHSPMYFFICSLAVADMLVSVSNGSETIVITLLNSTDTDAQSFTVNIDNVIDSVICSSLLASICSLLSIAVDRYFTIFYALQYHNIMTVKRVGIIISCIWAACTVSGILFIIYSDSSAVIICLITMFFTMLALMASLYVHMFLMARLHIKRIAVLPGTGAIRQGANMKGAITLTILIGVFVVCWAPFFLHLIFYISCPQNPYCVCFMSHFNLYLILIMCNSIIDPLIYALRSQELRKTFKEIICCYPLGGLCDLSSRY
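system = U2OS cells with stable human MC4R expression | also added = Melanotan II challenge after compound preincubation | dosing = one concentration, 6.5 µM nominal | incubation = compound 30 min, challenge 1 h, detection 1 h | measured by = TR-FRET with Eu-cAMP and labeled anti-cAMP, 671 nm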
MC4R ag barr – human MC4R agonism via beta-arrestin | P32245 | U2OS MC4R beta-arrestin complementation, luminescence; percent of melanotan II response, DMSO zero | activation, % at 8.9 µM | actives 0.98% (n = 360,000) | AID 540308;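 active = activation above a per-plate cutoff, the mean activation of sample wells on that plate plus 3 SD, cut at about 8% in these data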
NCOA3 inh – human NCOA3 inhibition | AID 588352 | Q9Y6Q9 | actives 0.17% (n = 360,000) | HEK293 GAL4-SRC3 luciferase reporter, luminescence | inhibition, % at 3.6 µM;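 active = inhibition above a per-campaign cutoff, the mean of all compounds plus 3 SD, cut at about 60% in these data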;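 also: 0% = DMSO-treated cells and 100% = gossypol-treated cells at 36 µM; higher means less SRC3-driven luciferase light from the GAL4 reporter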
ABHD5-PLIN5 inh – blocks binding of human ABHD5 to perilipin-5; Q00G26+Q8WTS1; actives 0.78% (n = 360,000); inhibition, % at 4 µM; Split G. princeps luciferase complementation, luminescence, 4 h;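 active = inhibition above the mean inhibition across every tested compound plus 3 SD, cut at about 22% in these data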;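 also: 0% = DMSO only wells and the 100% control is not disclosed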
EBV LMP1 NFkB – inhibitors of Epstein-Barr LMP1-induced NF-kappaB reporter | LMP1-induced NF-kappaB luciferase reporter cells, luminescence | inhibition, % at 12.5 µM | actives 0.69% (n = 350,000) | AID 504558; in the data active = inhibition above about 41%;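 also: 0% = neutral control wells and 100% = reference inhibitor control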
* marks the source's active call; other numbers are inactive results; x = no result given.

SMILES	NCOA2 inhibitor	NOD2 RIPK2 PPI	TLR9-MyD88 inh	NR2F2 inh	NR5A2 inv ag	NCOA1 inh	MC4R antagonist	MC4R ag barr	NCOA3 inh	ABHD5-PLIN5 inh	EBV LMP1 NFkB
Cc1ccc([N+](=O)[O-])c(NC(=O)COC(=O)CCNS(=O)(=O)c2cccs2)c1C	17	8	0	3	-2	8	14	-1.3	-4	0	-12
CCCSc1nc2ccsc2c(=O)n1CC	-21	3	6	0	7	-9	10	2.1	10	-7	-5
O=C1NC(=Nc2ccc(O)cc2)S/C1=C\C=C\c1ccco1	-5	5	4	-55	-31	-25	-23	-1.3	-7	33*	1
COc1cc(NCCCn2cnc3c(OCc4ccccc4)ncnc32)cc(OC)c1OC	-8	6	0	2	-19	5	15	3.0	-23	-9	-1
Cc1ccc(S(=O)(=O)NC2CC(C)(C)NC(C)(C)C2)cc1	-29	2	-6	0	-7	17	10	-0.2	-15	0	0
COc1ccc(CNC(=O)C[C@H]2C[C@H](C(=O)N3CCCCC3)[C@@]3(C)c4[nH]c5cc(CCC(=O)N(C)C)ccc5c4CCN3C2=O)cc1OC	-7	5	-5	19	9	0	10	-1.1	1	2	1
O=C(O)C1(NS(=O)(=O)c2ccc(Cl)cc2)CCCCC1	-5	-3	0	-8	0	-12	7	-1.5	13	1	-2
COc1ccc(-c2cc(C(F)(F)F)n3nc(C(=O)NCc4ccco4)cc3n2)cc1	7	-8	5	5	13	11	7	0.7	26	16	-13
COc1ccc2c(c1)C(=O)N(c1ccccc1OC)C(=O)C2	-12	-2	-6	3	-1	-6	2	0.6	-7	-2	-1
COC(=O)Cc1ccc(NC(=S)NCc2ccco2)cc1	-1	-7	3	-8	-18	-37	2	-1.1	-18	1	-8

One compound at a time (already shown). Screens in order: NCOA2 inhibitor, NOD2 RIPK2 PPI, TLR9-MyD88 inh, NR2F2 inh, NR5A2 inv ag, NCOA1 inh, MC4R antagonist, MC4R ag barr, NCOA3 inh, ABHD5-PLIN5 inh, EBV LMP1 NFkB
`Cc1ccc(S(=O)(=O)NC2CC(C)(C)NC(C)(C)C2)cc1` is listed as -29, 2, -6, 0, -7, 17, 10, -0.2, -15, 0, 0
`COc1cc(NCCCn2cnc3c(OCc4ccccc4)ncnc32)cc(OC)c1OC` is listed as -8, 6, 0, 2, -19, 5, 15, 3.0, -23, -9, -1
`CCCSc1nc2ccsc2c(=O)n1CC` is listed as -21, 3, 6, 0, 7, -9, 10, 2.1, 10, -7, -5
`Cc1ccc([N+](=O)[O-])c(NC(=O)COC(=O)CCNS(=O)(=O)c2cccs2)c1C` is listed as 17, 8, 0, 3, -2, 8, 14, -1.3, -4, 0, -12
`COC(=O)Cc1ccc(NC(=S)NCc2ccco2)cc1` is listed as -1, -7, 3, -8, -18, -37, 2, -1.1, -18, 1, -8

Further records follow:
SMILES	NCOA2 inhibitor	NOD2 RIPK2 PPI	TLR9-MyD88 inh	NR2F2 inh	NR5A2 inv ag	NCOA1 inh	MC4R antagonist	MC4R ag barr	NCOA3 inh	ABHD5-PLIN5 inh	EBV LMP1 NFkB
Cc1nc2c(c(=O)c3ccccc3n2C)c(=O)n1C1CCCCCC1	-16	-12	-7	-8	-15	-5	5	-1.5	0	4	-4
CC1=C(C(=O)N2CCOCC2)CC(CC(=O)NCCCN(C)C)C(=O)N1CCC1=CCCCC1 (configuration not stated)	14	-7	8	9	0	-7	2	1.2	12	2	0
O=P(c1ccccc1)(c1ccccc1)C(O)c1ccc(Br)cc1 (configuration not stated)	-6	-23	-6	-17	2	16	7	1.3	-3	0	6
Cc1[nH]c(C)c(S(=O)(=O)N2CCN(c3ccccc3)CC2)c1C(=O)N1CCCCC1	3	-1	-24	3	-14	7	14	-0.6	-11	3	-2
COc1cc(CNCCc2ccccc2)ccc1OCC(=O)NC(C)(C)C	19	-2	1	-5	10	-19	1	-1.4	7	-2	7
O=C(CSc1nccc(=O)[nH]1)NCc1ccc2c(c1)OCO2	5	-5	10	-13	-12	-9	6	1.1	5	0	1
COc1ccc(N(CC(=O)Nc2ccc(C)cc2C)S(=O)(=O)c2ccccc2[N+](=O)[O-])c(OC)c1	-5	-5	x	-14	-2	4	3	-1.9	13	-3	1
Cc1cc(C(=O)N/N=C/c2cc(N=Nc3ccccc3)ccc2O)n[nH]1	x	7	6	x	6	23	23	-1.7	42	0	-10
CC(CC(=O)NC(C)c1ccc2c(c1)OCCO2)c1ccccc1 (configuration not stated)	0	3	4	-2	0	-8	6	0.8	15	-7	0
COc1ccc(C2C(C(C)=O)=C(O)C(=O)N2c2ccc(O)cc2)cc1 (configuration not stated)	-3	-14	4	-28	-13	6	2	-0.9	12	-8	7
Cc1ccc(CS(=O)(=O)CCC(=O)NCc2ccccn2)cc1	-14	-19	6	10	3	-13	9	-1.6	11	-4	-3
CC(C)(C)OC(=O)NCCCC[C@H](NC(=O)c1nc[nH]c1C(=O)NC(c1ccccc1)c1ccccc1)C(=O)OC(C)(C)C	10	-2	-7	3	18	11	5	-2.0	12	14	-14
C/C=C(\C)CN1CCc2cc(OC)c(OC)cc2C1	6	0	-7	5	-5	6	1	-0.7	21	2	-15
CCCCC(=O)Nc1cc2nn(-c3ccc(OC)cc3)nc2cc1C	-43	4	-7	-10	-22	-50	-3	0.8	-25	7	-14
CCC(=O)N1Cc2cc(C(=O)Nc3nccs3)nc(-c3cccc(-c4ccccc4OC)c3)c2[C@H]1CCO	-3	-3	x	10	26	x	x	x	x	7	x
CCN1CCN(C(=O)c2ccc3c(=O)n(Cc4ccccc4OC)c(=S)[nH]c3c2)CC1	18	6	0	12	-21	4	2	-1.6	-9	5	5
CSCCC(NC(=O)OCc1ccccc1)NC(=O)OCc1ccccc1	-24	2	x	9	5	-5	x	x	12	-1	x
CCC(C)NC(=O)c1cc(-c2ccc(OC)cc2)on1 (configuration not stated)	-37	-5	-4	-71	-159	-104	-7	-2.5	-103	-5	-32
COC(=O)c1ccc(OC(=O)CN2C(=O)c3ccccc3C2=O)cc1	-6	5	-11	-25	-2	-7	8	-0.9	-8	3	-6
Cc1cccc(CCNC(=O)c2cc(S(=O)(=O)N3CCOCC3)cn2C)c1	-1	8	4	13	-26	12	11	0.5	8	7	3

A different layout for 2 compounds above.
NCOA2 inhibitor | NOD2 RIPK2 PPI | TLR9-MyD88 inh | NR2F2 inh | NR5A2 inv ag | NCOA1 inh | MC4R antagonist | MC4R ag barr | NCOA3 inh | ABHD5-PLIN5 inh | EBV LMP1 NFkB | SMILES
-5 | 5 | 4 | -55 | -31 | -25 | -23 | -1.3 | -7 | 33* | 1 | O=C1NC(=Nc2ccc(O)cc2)S/C1=C\C=C\c1ccco1
-16 | -12 | -7 | -8 | -15 | -5 | 5 | -1.5 | 0 | 4 | -4 | Cc1nc2c(c(=O)c3ccccc3n2C)c(=O)n1C1CCCCCC1

Remaining list, next part:
SMILES	NCOA2 inhibitor	NOD2 RIPK2 PPI	TLR9-MyD88 inh	NR2F2 inh	NR5A2 inv ag	NCOA1 inh	MC4R antagonist	MC4R ag barr	NCOA3 inh	ABHD5-PLIN5 inh	EBV LMP1 NFkB
CCN(CC)S(=O)(=O)c1ccc(Cl)c(C(=O)NC2CCCC2)c1	4	-5	3	8	-8	-37	3	-1.1	15	4	-10
CCOc1ccc(CNc2ccc(N3CCN(Cc4ccccc4)CC3)cc2)cc1	10	-2	-4	9	-27	6	6	2.1	6	-7	4
O=C(NNC(=S)NC(=O)c1cccnc1)c1ccccc1	-6	4	-5	3	-13	-4	10	0.3	-12	3	-4
COC(=O)[C@H](Cc1ccccc1)NC(=O)NCc1ccc(C)cc1	17	-23	x	7	6	4	21	-0.5	6	-3	x
CC1CC1c1ccc(/C=C(\C#N)C(=O)Nc2ccccc2Cl)o1 (configuration not stated)	-50	3	0	-15	-34	-42	6	-2.1	-31	-10	-8
CCc1nc2ccc(C(=O)N3CCN(C)CC3)cn2c1N(C)CCC(C)C	-3	6	x	-5	-1	5	3	-2.4	4	3	x
CCn1c(NCc2ccc3c(c2)OCO3)nc2ccccc21	-10	2	0	-31	-51	-57	10	1.2	-16	-1	11
Cn1c(=S)n(CCC(=O)O)c2ccccc21	4	7	2	-28	14	-7	-2	-1.7	27	-3	5
Cc1cccc(S(=O)(=O)N(C)C[C@H]2OCc3cn(nn3)CCCC(=O)N([C@@H](C)CO)C[C@@H]2C)c1	2	1	-1	5	5	4	4	-1.2	12	0	-4
COCCN1CC(C(=O)NCc2ccccc2-n2ccnc2C)CCC1=O (configuration not stated)	-12	-5	-7	-2	0	-3	3	0.4	11	2	6
CC(C)(C)Nc1nc(SCC(=O)Nc2ccccc2)nc(N2CCOCC2)n1	1	-10	-7	1	6	-12	-4	-0.9	6	-4	-18
NC(=O)c1ccc(-c2noc(-c3cccc(Cl)c3)n2)cc1	-28	-18	-5	-12	-51	-61	3	-0.9	-76	5	1
O=C(CNC1C(=O)Nc2ccccc21)Sc1ccccc1 (configuration not stated)	11	8	-18	-5	0	-4	12	-1.2	2	1	8
CCOC(=O)c1ccc(NC(=O)CN2C(=O)NC3(CCC(C)CC3)C2=O)cc1 (configuration not stated)	11	-6	5	2	12	-7	1	-1.5	-17	0	-5
CCc1cc(-c2n[nH]c(=S)n2Cc2ccccc2)cs1	-2	-11	-9	23	13	20	0	-0.1	-5	-3	-3
CC(OC(=O)C1CC(=O)N(Cc2ccccc2)C1)C(=O)Nc1ccccc1[N+](=O)[O-] (configuration not stated)	-32	-4	-10	-13	-18	-2	-5	-0.1	9	6	2
CCOC(=O)N1CCN(C(=O)c2ccc(Oc3ccc([N+](=O)[O-])cc3)cc2)CC1	-5	-3	1	15	13	7	4	-3.9	13	-10	0
Cc1nn(CC(=O)Nc2cccc(O)c2)c(=O)c2ccccc12	8	-7	-3	-6	-4	-25	7	-1.1	1	9	-3
CCOC(=O)C1C(C(=O)OCC)C2C(=O)C3C(C(=O)OCC)C(C(=O)OCC)C3C(=O)C12 (configuration not stated)	5	3	x	-1	-2	-1	21	-0.5	-14	2	x
COc1ccc(/C=C(/NC(=O)c2ccccc2Cl)C(=O)NCCCC(=O)O)cc1	5	-9	14	-19	-2	-20	-2	-1.2	5	2	-3
CCc1cc(-c2n[nH]c(C)c2-c2nc3ccccc3n2C)c(O)c(CN2CCN(C)CC2)c1O	-6	-2	9	2	-27	-27	4	1.1	-6	5	-15
CCCCn1c(N)c(N(CCC(C)C)C(=O)C(C)N2C(=O)c3ccccc3C2=O)c(=O)[nH]c1=O (configuration not stated)	13	-7	3	-10	-4	-17	-5	2.1	4	2	-5

Assay outcomes as filed in PubChem BioAssay.

An excerpt; the hit share may differ from the screen's.
